# Source: PubChem
# mlh1 rad18 – NCI yeast anticancer drug screen, S. cerevisiae mlh1 rad18 strain | AID 175 | 11% of 79,000 active | % growth inhibition at 50 µM;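 also: 0% = growth of vehicle-only cultures of the same strain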
#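 Genetically defined yeast (DNA repair-deficient) exposed to compounds; growth inhibition determined relative to vehicle.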
# cln2 rad14 – NCI yeast anticancer drug screen, S. cerevisiae cln2 rad14 strain; 8.3% of 78,000 active; growth inhibition, % at 50 µM;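 also: 0% = growth of vehicle-only cultures of the same strain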
#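 Each compound was tested on cln2 rad14 yeast. Inhibition of growth was calculated against vehicle-exposed controls.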
# mec2-1 – NCI yeast anticancer drug screen, S. cerevisiae mec2-1 strain; AID 157; % growth inhibition at 50 µM; 9% of 79,000 active;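 also: 0% = growth of vehicle-only cultures of the same strain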
#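 Growth inhibition is read against vehicle-treated controls after compound exposure of the mec2-1 yeast strain, which is defective in DNA damage repair or cell cycle control.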
# sgs1 mgt1 – NCI yeast anticancer drug screen, S. cerevisiae sgs1 mgt1 strain; 10% of 78,000 active; growth inhibition, % at 50 µM; AID 161;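 also: 0% = growth of vehicle-only cultures of the same strain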
#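 Growth of a repair-deficient yeast mutant was monitored after compound treatment and expressed as inhibition relative to vehicle-treated cultures.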
# yeast bub3 – NCI yeast anticancer drug screen, S. cerevisiae bub3 mutant strain | % growth inhibition at 50 µM | AID 167 | 9.9% of 78,000 active;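 also: 0% = growth of vehicle-only cultures of the same strain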
#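 Screening used yeast with an engineered genetic alteration affecting cell cycle control. Compound-exposed cultures were compared with vehicle cultures, and reduced growth was taken as inhibition.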
# yeast rad50 – NCI yeast anticancer drug screen, S. cerevisiae rad50 strain; 10% of 79,000 active; growth inhibition, % at 50 µM;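 also: 0% = growth of vehicle-only cultures of the same strain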
#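 Inhibition values express reduced yeast growth in compound-treated cultures relative to vehicle-treated controls.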
# Starred values were filed as active, the others as inactive; nt = no result given. Rule as the data show it: active = growth inhibition above about 70%; inactive = the rest.
SMILES,mlh1 rad18,cln2 rad14,mec2-1,sgs1 mgt1,yeast bub3,yeast rad50
CC(=O)N1c2ccccc2Sc2ccccc21,21,-2,16,14,6,39
COc1cc2ccc3c4cc(OC)c(OC)cc4c[n+](C)c3c2cc1O,2,57,26,6,-12,44
Cc1nn2c(nc1=O)sc1ccc3ccccc3c12,36,10,12,20,21,-5
O=S1(=O)C2C=CCCC1C=C2 (stereo not given),1,-33,-12,-11,-2,6
O=C1C(=O)N(c2ccc(Cl)c(Cl)c2)C(=O)C(=O)C1c1nc2ccccc2o1,97*,95*,93*,97*,83*,97*
CCOC(=O)CO,19,0,7,-13,17,26
CO/C=C/c1cc2c(cc1Br)OCO2,12,1,5,25,11,11
CC(C)(C#N)CCCCC(N)=O,-11,-6,-13,-12,-19,-1
Clc1ccc(CN2CCCN(Cc3ccc(Cl)cc3)C2C2CCC=CO2)cc1 (stereo not given),45,47,24,73*,56,66
O=c1ssc(=Nc2ccc(Cl)cc2)n1-c1ccc(Cl)cc1,98*,88*,99*,98*,99*,98*
O=C(O)C1CCN(C(=O)Cc2c3ccccc3cc3ccccc23)CC1,23,-2,4,-3,-7,21
CC[Si](/C=C(/C)C(C)(C)C)(CC)CC,-5,-34,-22,-7,-8,1
CCCCN(c1ccccc1)S(=O)(=O)c1ccc(Br)cc1,7,20,-3,6,3,16
N#Cc1nc(-c2ccccc2C(=O)O)oc1N,-62,6,10,-16,-7,0
CCCCN=C(OC1C=CCCC1)SC (stereo not given),-8,10,-26,-15,-5,-13
Nc1nc2c(ncn2CC2CCOC2=O)c(=O)[nH]1 (stereo not given),-15,4,-18,-19,-6,-19
CN(C)c1nc(=NCc2ccco2)ss1,10,5,2,18,-53,2
COC(=O)C1=C(C)N2CCOC2CC1c1ccccc1 (stereo not given),1,4,-2,-17,-29,10
O=S(=O)(CF)OCCCCOS(=O)(=O)CF,-17,-1,-14,2,-3,4
COC1=NCN=C2SC=C(N)N=C12,5,8,-12,26,3,8
NCCCN1CCCC1=O,-15,2,-21,-15,-23,-20
O=S(=O)(CCCl)c1ccccc1Cl,90*,84*,92*,91*,91*,94*
N#CNc1nc(N)cc(N)n1,-5,-6,9,-2,-1,2
COc1ccccc1N1CCN(C(=O)CCCl)CC1,22,22,-2,25,35,13
COC(=O)Nc1ccc(NC(=O)c2cscn2)c(NC(=O)OC)n1,-3,-4,3,-2,6,2
Nc1ccn(C2OC(CCl)C(O)C2O)c(=O)n1 (stereo not given),-36,4,3,-4,-40,17
O=c1[nH][nH]c(=O)c2cc3ccccc3cc12,26,-66,0,-1,13,17
O=c1[nH]c(C(F)(F)F)c([N+](=O)[O-])c(=O)[nH]1,-5,-26,-22,2,-2,-41
CC12C(=O)OC(=O)C1(C)C1C=CC2O1 (stereo not given),-33,8,-18,-20,-4,0
COc1ccccc1NC(=O)NCCN1CCOCC1,18,-8,20,42,20,-1
CC(C)(C)c1cc(Nc2ccc([N+](=O)[O-])cc2[N+](=O)[O-])cc(C(C)(C)C)c1O,8,-46,14,10,-1,-15
CNC(=S)C#N,0,12,-14,-15,-13,-22
CCC(=C(c1ccc(OCCN(C)C)cc1)c1cccc(O)c1)c1ccccc1 (mixture of isomers),94*,77*,62,96*,77*,86*
Cc1cc2ccccc2c(Br)c1C,5,-37,5,26,-4,5
CCCCCCCCCOC(=O)NC1c2ccccc2Oc2c(C)cccc21 (stereo not given),5,-20,7,-1,6,-2
CN(C)Cc1cc(C(C)(C)C)cc(C2CCCCC2)c1O,92*,62,38,74*,72*,66
O=C(c1ccccc1)C1C(c2ccccc2)OP(c2ccccc2)(c2ccccc2)(c2ccccc2)C1c1ccccc1 (stereo not given),100*,100*,100*,100*,100*,100*
NC(N)=Nc1nc2ccccc2o1,28,6,10,15,-5,39
Clc1ncnc2nc[nH]c12,-39,17,-1,16,0,-2
CC(=O)C1CC=C(C)CC1 (stereo not given),3,15,-10,16,-3,-7
CCC1NC(=O)C(NC(=O)c2ncccc2O)C(C)OC(=O)C(c2ccccc2)NC(=O)C2CC(=O)CCN2C(=O)C(Cc2ccc(N(C)C)cc2)N(C)C(=O)C2CCCN2C1=O (stereo not given) (tested in a mixture with another compound),-15,21,-5,3,9,19
[Cu+2].[NH-]C(CC(=O)O)C(=O)O.[NH-]C(CC(=O)O)C(=O)O (stereo not given),-3,64,-12,-14,-61,-35
NC(CCCNc1nc(O)cc(=O)[nH]1)C(=O)O (stereo not given),-5,66,13,7,1,18
Cc1ccccc1N(C(=O)C(=O)O)c1ccccc1C,0,8,8,8,0,1
CCOC(=O)/C=C1\CONC(c2ccc(OC)cc2)=N1,2,-19,-5,-12,3,-9
CCCC(=O)NC1=C(Cl)C(=O)c2ccccc2C1=O,88*,92*,92*,92*,90*,92*
Cc1cc(N=Nc2ccncc2C)ccc1N,67,49,52,76*,89*,93*
COC(=O)/C(C)=C/C=C/C(OC)C(OC(N)=O)/C(C)=C/C(C)C(O)C(CC(C)CC1=C(OC)C(=O)C=C(N)C1=O)OC (stereo not given),14,9,25,17,3,6
Oc1ccc(Cl)cc1/C=N/NC(=S)NC1CCc2ccccc21 (stereo not given),4,-21,4,-9,-1,4
COc1ccc(-c2nnc(-c3c(C)n(C)n(-c4ccccc4)c3=O)o2)cc1,-17,-10,-10,-43,-32,-23
COc1cc(NS(C)(=O)=O)ccc1Nc1c2ccc(N(C)C)cc2nc2cc(N(C)C)ccc12,-10,7,-5,1,-9,29
Nc1ncnc2c1ccn2Cc1c(Cl)cccc1Cl,5,-3,0,7,24,2
O=C(Nc1cccc(NC(=O)Nc2cc(C(F)(F)F)ccc2Cl)c1)Nc1cc(C(F)(F)F)ccc1Cl,12,19,-16,10,15,19
CN(C)Cc1onc(-c2c(Cl)cccc2Cl)c1C(=O)O,8,6,8,-10,21,1
CCC1([N+](=O)[O-])CC2C=CC1C2 (stereo not given),-13,-4,-14,-26,-22,2
Cc1ccc2nc(N)nc(N)c2c1,-4,3,7,-8,-11,-13
COc1cccc2c(=O)oc(-c3ccc(C(C)(C)C)cc3)nc12,31,1,9,18,13,16
COC(=O)C1(C(=O)OC)O[C@@H](c2ccccc2)[C@H]2C(=O)N(C)C(=O)[C@H]21,14,9,1,7,-1,7
COc1ccc(/C=C/C(C)=O)cc1,22,-34,-5,-5,0,24
NC1=C(O)C(=O)C(c2c3ccccc3cc3ccccc23)O1 (stereo not given),98*,96*,98*,98*,97*,98*

# Further compounds.
SMILES,mlh1 rad18,cln2 rad14,mec2-1,sgs1 mgt1,yeast bub3,yeast rad50
CC(C)(C)C1CCCCC1O (stereo not given),-25,-27,-24,-16,-21,-18
COC(=O)c1cc(-c2ccc(F)cc2)[nH]c(=O)c1C#N,17,13,-10,15,-26,6
CCN(CCOC(=O)Nc1cccc(C(C)=O)c1)c1ccccc1,88*,76*,96*,98*,92*,91*
CC(C)c1ccc2c(c1)CC[C@@H]1[C@](C)(CO)CCC[C@]21C,97*,68,90*,43,89*,35
Cc1ccc(C(C)C)c(OC2OC(C(=O)O)C(O)C(O)C2O)c1 (stereo not given),-10,-34,14,-9,11,6
Cc1ccc(N2C(=O)/C(=C3\Sc4c(nc(C)[nH]c4=O)N3c3ccccc3)SC2=S)cc1,21,17,2,15,13,35
CN(C)CC(C)(C)C(=O)c1ccc(F)cc1,12,4,6,0,2,5
CNC(=O)n1cncn1,-13,0,3,-10,-2,-11
Cc1ccc(C2OC2(C(=O)C=[N+]=[N-])c2ccccc2)cc1 (stereo not given),25,8,0,2,-10,-7
O=C1Cc2ccccc2NC(c2ccccc2)C1S(=O)(=O)c1ccccc1 (stereo not given),20,-2,4,9,0,7
CC1(C)[C@@H]2C[C@H]1C(Cc1cccc(C[C@H]3c4cc(-c5ccccn5)ncc4[C@H]4C[C@@H]3C4(C)C)c1)c1cc(-c3ccccn3)ncc12 (stereo not given in full),-9,-8,-15,5,45,-2
CN(C)C12CCC(c3ccccc31)c1ccccc12,4,9,21,27,36,30
O=c1[nH]nc(SCc2ccccc2)c(=O)[nH]1,-19,-6,-4,-17,0,-18
O=C(NC(CSSCC(NC(=O)c1cnc2ccccc2n1)C(=O)O)C(=O)O)c1cnc2ccccc2n1 (stereo not given),-16,7,0,-10,-5,-11
Clc1ccc(CSc2nnc(SCc3ccc(Cl)c(Cl)c3)c3[nH]cnc23)cc1Cl,3,31,6,47,23,36
N#C/C(=C\c1cc(Cl)cc(Cl)c1O)C(/C(C#N)=C/c1cc(Cl)cc(Cl)c1O)c1ccc2c(c1)OCO2 (stereo not given),91*,92*,93*,93*,92*,91*
COc1cccc(/C=C2\S/C(=N/Nc3nc(-c4ccc([N+](=O)[O-])cc4)cs3)NC2=O)c1O,95*,77*,94*,96*,97*,97*
C=C(C)C(=O)NCC(=O)Nc1ccc(CC(NC(C)=O)C(=O)OC)cc1 (stereo not given),11,24,4,-1,14,6
Cn1ncc2c(Nc3ccccc3)nc(Nc3ccccc3)nc21,80*,44,54,56,72*,54
COc1ccc(/C=N/N2CN(C(C)C(=O)O)P(N(CCO)CCO)N=C2N)cc1OC (stereo not given),5,2,6,26,-2,1
O=C=C=P(c1ccccc1)(c1ccccc1)c1ccccc1,-4,15,-11,-3,11,-2
CCCC(O)CNCC1CCC2CCc3cccc1c32 (stereo not given),19,2,6,4,20,-3
CS(=O)(=O)c1ccc(/C=C2/C=Cc3ccccc32)cc1,15,15,13,6,30,19
S=C(N/N=C(/c1ccccc1)c1ccccn1)Nc1ccc(Cl)cc1,-2,14,13,38,12,11
COc1ccc(CN(N=O)c2ccc(C(=O)O)cc2)cc1,0,nt,-7,nt,nt,-11
CN(C)c1ccc(N=Nc2ccc(/C=C3\CCOC3=O)cc2)cc1,12,37,19,-1,-2,-4
Cc1cc(C)c(C#N)c(Sc2nc(C)c([N+](=O)[O-])c(C)c2C#N)n1,55,42,30,85*,15,67
CCOCC=NCC(=O)OCC,5,8,-6,-20,7,-3
N/C(CC/C(N)=N\O)=N\O,-2,-5,-16,-11,1,-2
CSc1nc2nccnc2c(=O)[nH]1,5,15,-8,12,13,4
Cc1cc(C(=O)O)c(C)cc1SSc1cc(C)c(C(=O)O)cc1C,69,4,9,55,41,51
CC(C)CC(=O)NNC(=O)CC(C)C,-7,-23,-1,1,-1,-1
CN1c2ccccc2S(=O)(=O)n2c(CCc3ccccc3)nnc21,33,10,-3,-7,-11,14
COC1C(=O)CCC2(CO2)C1(O)C1(C)OC1CCC(C)C (stereo not given),-5,-4,-42,-18,-16,-27
CCOc1ncc(Cl)c(OCC)n1,-18,-21,36,-28,-13,-25
CCC1Cc2ccccc2OC1=O (stereo not given),2,-8,-4,-2,8,11
CCOC(=O)CC[C@H](NC(=O)c1nc[nH]c1[N+](=O)[O-])C(=O)OCC,-34,9,-36,-44,-7,-18
CN(C)CCN=C1Nc2ccccc2C(=O)N2CSCC12 (stereo not given),17,-1,-2,-9,-15,-3
CC1CCCC2(C)CCC(=O)C=C12 (stereo not given),-20,-14,7,-12,-2,-2
